NRP1-CendR mod: alters CendR peptide binding to human NRP-1; inhibition, % at 25 µM; O14786; FAM-RPARPAR peptide binding to NRP-1, fluorescence polarization; 360,000 tested, 0.85% active; AID 602438;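 active means inhibition or corrected inhibition above about 18%, plus a signal ratio from 0.5 to 1.5, limit read from the data, passing the limit was not always enough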; further: strong numbers were not always called active
SUMO1-SIM PPI: modulators of human SUMO1-mediated protein-protein interactions; P63165; SUMO1 binding to a labelled peptide, TR-FRET, 1 h; inhibition, % at 20 µM; 360,000 tested, 0.33% active; in the data active means inhibition above about 37%
E coli Lon inh: inhibits E. coli Lon protease | inhibition, % at 7.94 µM | AID 602123 | P0A9M0 | purified E. coli Lon protease, fluorescence polarization | 360,000 tested, 0.42% active; in the data active means inhibition above about 13%, passing the limit was not always enough;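 further: 0% = enzyme with probe and DMSO and 100% = no enzyme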
TbMetRS inhib: blocks T. brucei methionyl-tRNA synthetase activity. purified T. brucei MetRS, ATP depletion, Kinase-Glo luminescence. inhibition, % at 11.9 µM. 360,000 tested, 0.4% active. AID 624268;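 active means inhibition above a per-plate cutoff of the control wells' mean inhibition plus 3 SD, cut at about 5.5% in these data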;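 further: 0% = DMSO wells median and 100% = median of wells with control inhibitor compound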
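System: purified T. brucei MetRS enzyme / Detection: Kinase-Glo luciferase luminescence reporting remaining unconsumed ATP / Medium: HEPES buffer with MgCl2, KCl, DTT, spermine, BSA, pyrophosphatase / Replication: singlicate, one well per compound / Evaluation: percent inhibition relative to median high and low control wells / Schedule: 2 h aminoacylation at 25 °C after 15 min preincubation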
Scp1 inh: inhibitors of human Scp-1 phosphatase | Q9GZU7 | Recombinant Scp1, phosphopeptide, malachite green phosphate absorbance | inhibition, % at 20 µM | 340,000 tested, 0.88% active | AID 493091;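 active means inhibition above about 50% at 20 µM, limit read from the data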;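 further: plate controls were DMSO wells with enzyme for no effect and wells lacking enzyme for full effect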
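Material – SCP-1 phosphatase catalytic domain, residues 76-261 · Buffer or medium – Acidic Tris acetate buffer with magnesium and detergent · Also added – Phospho 17-mer peptide substrate · Compound – single 20 µM dose, 1% DMSO · Times – 45 min room-temperature reaction, 5 min colour, 30 min stabiliser · Technique – Phosphate-binding colour reagent, absorbance read at 630 nm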
MsrA inh: inhibitors of bovine MsrA. purified bovine MsrA, absorbance read-out. inhibition, % at 15.5 µM. 360,000 tested, 0.75% active. AID 651718; in the data active means inhibition above about 4.5%;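 further: 0% = vehicle wells with enzyme and 100% = reference inhibitor wells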
STEP inh: STEP (human) phosphatase inhibition | P54829 | recombinant STEP, OMFP fluorogenic substrate, fluorescence | inhibition, % at 20 µM | 360,000 tested, 0.25% active | AID 588621;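 active means inhibition at 20 µM, scaled per plate between control wells, above about 37%, limit read from the data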;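 further: 0% = DMSO with enzyme and substrate and 100% = substrate only without enzyme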
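Material: STEP (striatal-enriched tyrosine phosphatase) enzyme, cell-free | Medium: 50 mM Bis-Tris pH 6.0 with 2.5 mM DTT and 0.005% Tween 20 | Read-out: Percent inhibition scaled to no-enzyme and uninhibited-enzyme controls, plate-pattern corrected | Signal: Fluorescence read at 480 nm ex / 540 nm em | Times: 20 min reaction, room temperature, in the dark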
LMPTP block: LMPTP (human) inhibition. P24666. recombinant LMPTP-A, OMFP fluorogenic substrate, fluorescence intensity. inhibition, % at 20 µM. 360,000 tested, 0.22% active;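 active means compounds that cut the enzyme signal by at least half of the control window in the single-dose screen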;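 further: plate controls were DMSO wells with enzyme plus substrate for no effect and substrate without enzyme for full effect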
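Assay system: LMPTP-A phosphatase enzyme | Input: 0.625 nM enzyme | Also added: Fluorogenic phosphatase substrate OMFP at 400 µM final | Compound dosing: One test concentration per compound, 20 µM, with 3% DMSO overall | Schedule: 50 min enzyme reaction at room temperature, protected from light | Signal: Fluorescence intensity | Benchmarks: no-enzyme and uninhibited controls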
bovine MsrA act: bovine methionine sulfoxide reductase A activation | purified bovine MsrA, absorbance read-out | activation, % at 10.6 µM | 360,000 tested, 0.3% active | AID 602163; in the data active means activation above about 7.5%;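 further: 0% = vehicle and 100% = reference activator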
DNMT1 block: DNMT1 (human) enzyme inhibition; AID 588458; inhibition (reported as % activation of signal), % at 10 µM; 360,000 tested, 0.83% active; DNMT1 molecular beacon, Hinp1I cleavage, fluorescence; P26358; in the data active means inhibition above about 50%
Target sequence (P26358 504-1616 limits assumed): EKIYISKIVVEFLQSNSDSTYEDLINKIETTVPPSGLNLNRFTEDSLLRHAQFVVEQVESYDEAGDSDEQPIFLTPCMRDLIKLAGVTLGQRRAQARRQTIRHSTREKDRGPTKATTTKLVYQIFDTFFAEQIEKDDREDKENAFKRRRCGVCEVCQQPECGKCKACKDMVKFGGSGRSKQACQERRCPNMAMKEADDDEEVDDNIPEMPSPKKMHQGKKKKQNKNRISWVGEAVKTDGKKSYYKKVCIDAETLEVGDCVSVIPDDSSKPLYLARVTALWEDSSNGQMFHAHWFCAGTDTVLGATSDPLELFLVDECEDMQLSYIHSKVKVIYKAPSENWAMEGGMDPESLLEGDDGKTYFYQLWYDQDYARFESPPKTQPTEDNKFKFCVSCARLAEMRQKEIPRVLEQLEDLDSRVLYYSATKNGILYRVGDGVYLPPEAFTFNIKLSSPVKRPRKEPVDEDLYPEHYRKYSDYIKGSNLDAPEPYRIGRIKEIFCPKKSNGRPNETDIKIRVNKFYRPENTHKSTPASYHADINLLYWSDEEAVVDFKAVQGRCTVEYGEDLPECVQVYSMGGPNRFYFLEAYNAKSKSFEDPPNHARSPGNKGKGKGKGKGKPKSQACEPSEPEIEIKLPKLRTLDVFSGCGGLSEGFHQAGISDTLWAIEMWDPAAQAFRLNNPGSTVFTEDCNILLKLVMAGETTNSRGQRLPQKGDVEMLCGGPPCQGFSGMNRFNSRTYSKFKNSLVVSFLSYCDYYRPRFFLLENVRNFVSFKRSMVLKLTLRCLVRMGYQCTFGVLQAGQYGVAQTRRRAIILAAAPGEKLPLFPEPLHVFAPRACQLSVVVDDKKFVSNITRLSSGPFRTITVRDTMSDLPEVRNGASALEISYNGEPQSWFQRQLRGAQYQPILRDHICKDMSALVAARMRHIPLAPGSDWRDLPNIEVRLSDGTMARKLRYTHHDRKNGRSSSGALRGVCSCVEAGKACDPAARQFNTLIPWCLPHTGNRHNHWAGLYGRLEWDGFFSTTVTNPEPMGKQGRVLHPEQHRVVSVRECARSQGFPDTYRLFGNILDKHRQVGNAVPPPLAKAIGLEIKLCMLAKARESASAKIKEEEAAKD
* marks the source's active call; other numbers are inactive results; nt = not tested or not shown.

SMILES	NRP1-CendR mod	SUMO1-SIM PPI	E coli Lon inh	TbMetRS inhib	Scp1 inh	MsrA inh	STEP inh	LMPTP block	bovine MsrA act	DNMT1 block
CC(C)(C)NC(=O)COc1ccc(CNCCc2ccccc2)cc1	-7	-1	4	-0.2	0	-0.1	0	-0.7	-2	-1
CSc1nsc(SCC(=O)Nc2ccc(O)c(C(=O)O)c2)n1	-2	11	-7	0.0	6	-0.3	3	-0.3	3	0
CC(=O)Nc1ccc(S(=O)(=O)Nc2ccccc2C(=O)NCc2cccnc2)cc1	3	1	-5	0.1	10	0.7	-1	-0.7	-3	2
COc1cccc(CNC(=O)C2CCN(S(=O)(=O)c3c(C)nn(C)c3C)CC2)c1	-6	-1	-10	-0.2	-2	0.5	13	-0.4	2	1
CC1CCN(C(=O)COc2ncnc3ccccc23)CC1	-4	5	1	-0.6	-4	0.8	-3	-2.2	-2	1
COc1ccc(CCNC(=O)Cc2cc(=O)[nH]c(=O)[nH]2)cc1OC	11	1	-7	-0.2	-7	-0.1	1	-1.9	-2	4
CC1CCC2(CC1)NC(=O)N(CC(=O)N(Cc1ccccc1)C(C)(C)C)C2=O (stereo unspecified)	1	-1	3	-0.3	-8	1.0	-2	-2.2	-3	8
CCCN1CCN(C2CCCCC2NS(=O)(=O)c2ccc(Cl)cc2)CC1 (stereo unspecified)	4	0	4	-0.6	-1	nt	0	2.0	-3	-1
Cn1c(=O)c2c(nc(CCc3ccccc3)n2C)n(C)c1=O	8	6	1	-0.1	-13	-1.2	1	1.2	-3	-3
Cc1ccc(CNC(=O)CSc2nc3ccccc3c(=O)n2CCCO)cc1	-1	-2	-3	-0.6	-6	4.1	-3	0.6	-6	2
CC(=O)c1ccc(-c2ccc(C(=O)N3CCCc4ccccc43)o2)cc1	0	-25	-13	-0.4	-6	2.8	1	0.8	-6	-5
C/C(=N\NC(=O)c1nnn(-c2nonc2N)c1C)c1ccc(OCc2ccccc2)cc1	3	4	1	-0.2	-7	0.0	0	-0.6	-3	18
COCCN(C(=O)COC(=O)c1cccnc1Cl)c1c(N)n(Cc2ccccc2)c(=O)[nH]c1=O	5	-1	-8	-0.4	0	-0.3	-1	-0.2	-1	-1
Cc1ccc(C)c(Sc2ccc(NC(=O)CCN3C(=O)NC4(CCCC4)C3=O)cc2)c1	9	10	-10	-0.4	-7	0.6	-5	2.0	-3	-5
Cc1nn(CCc2nn[nH]n2)c2nc(-c3ccc(Br)cc3)cc(C(F)(F)F)c12	-13	4	-2	-0.2	53*	-0.6	26	-0.1	-4	-1
Cc1ccc(S(=O)(=O)N(C)C)cc1NC(=O)c1ccccc1Br	-2	-3	6	-0.6	-9	0.3	2	-0.6	1	1
CCCc1cc(=O)[nH]c2nnc(SCC(=O)Nc3ccc4c(c3)OCCO4)n12	-9	8	6	-0.1	-1	0.5	-1	0.3	-2	1
Cn1nc(-c2ccc(Cl)cc2)cc1NC(=O)CC(C)(C)CC(=O)O	-7	6	2	-1.2	-3	-0.3	-2	-0.3	-11	4
Cc1ccc(-n2nc3c(=O)n(C(C)C(=O)NCCC4=CCCCC4)nc(C)c3c2C)cc1 (stereo unspecified)	21	1	-2	-0.2	0	0.6	3	-0.9	-3	0
CCSc1nnc(NC(=O)C2CCN(S(=O)(=O)c3cc(C(F)(F)F)ccc3Cl)CC2)s1	7	-1	-3	-0.3	-7	-0.4	0	-0.1	-5	4
O=C(COc1ccc2ccccc2c1)NNC(=O)[C@@H]1CCCC[C@@H]1C(=O)O	-5	11	-6	-1.1	-7	-0.6	-14	-1.7	-6	-1
Cc1ccc(/C=C/C(=O)NCc2cccs2)cc1	-8	-3	-5	-1.3	-5	1.6	4	-1.6	-7	9
Cc1nc(SCCc2nc3ccccc3[nH]2)c2oc3ccccc3c2n1	-9	1	-19	0.6	5	-0.4	-1	-0.2	-2	6
CN(C[C@H](Cc1ccccc1)N(CCN(CCc1ccccc1)N=O)N=O)N=O	-4	-1	-3	-0.1	0	0.2	1	-1.6	-2	-1
COc1cc(/C=C/C(=O)O)cc(S(=O)(=O)NCc2ccc3c(c2)OCO3)c1OC	5	2	-4	0.1	-3	2.8	-2	-1.2	-1	-1

Carrying on.
SMILES	NRP1-CendR mod	SUMO1-SIM PPI	E coli Lon inh	TbMetRS inhib	Scp1 inh	MsrA inh	STEP inh	LMPTP block	bovine MsrA act	DNMT1 block
O=C(c1nc2nc(-c3ccccc3)cc(C(F)(F)F)n2n1)N1CCOCC1	0	-12	6	-1.2	5	3.3	-1	0.7	-5	0
c1ccc2c(c1)oc1c(-c3ccc4nccn4c3)cccc12	-6	7	-14	-0.2	nt	0.6	3	7.5	0	-6
COc1cc2[nH]cc(C(=O)NCc3cccs3)c(=O)c2cc1OC	-6	14	3	-0.7	-6	-0.5	0	2.5	-14	-2
Cc1ccc2c(c1)C(=O)C(=O)N2CCCOc1ccccc1	0	-37	7	1.0	-17	0.8	2	1.0	-8	3
COc1ccc(NC(=O)Cn2c(=O)c(C)nc3ccccc32)cc1Cl	-18	-7	1	-0.4	-4	-0.8	0	-0.1	4	-2
COc1cccc(NC(=O)Nc2nnc(-c3ccccc3SCc3ccccc3)s2)c1	7	-2	-8	-1.5	-2	0.7	-1	-2.1	-4	22
Cc1[nH]n(-c2nc(-c3ccccc3F)cc(=O)[nH]2)c(=O)c1CCO	4	-3	3	-0.2	-6	1.0	1	-1.0	0	0
O=C(C1CCCN(S(=O)(=O)c2cccc3nsnc23)C1)N1CCc2ccccc2C1 (stereo unspecified)	-6	-19	-2	-0.4	0	-0.1	2	0.8	-2	-9
CCCOC(=O)Nc1c(C)cccc1C(C)C	2	-5	-5	-0.7	-1	2.7	-4	-0.6	-2	-2
Nc1ccccc1-c1nc2ccncc2[nH]1	-5	5	0	-0.2	nt	2.4	2	12	-2	5
O=S(=O)(c1ccccc1)N1CCN(c2nc(-c3cccnc3)nc3ccccc23)CC1	-14	-22	-5	-0.6	3	-1.1	2	5.2	-9	-3
CCc1ccccc1NC(=S)N(Cc1ccc(OC)cc1)CC1CCC(C(=O)O)CC1 (stereo unspecified)	7	-2	-9	-1.9	11	-0.5	-1	0.9	-14	3
CCCCc1cc(=O)oc2cc(OC(C)C(=O)NCC3CCC(C(=O)O)CC3)c(Cl)cc12 (stereo unspecified)	19	9	0	-0.5	12	1.2	-2	-2.2	-2	-1
Cc1ccc(Cl)cc1NCN1C(=O)c2ccccc2C1=O	-4	-2	-14	-0.2	nt	-0.4	1	-0.4	-1	-8
OC(CN1CCOCC1)c1ccc(F)cc1 (stereo unspecified)	0	0	-3	-1.4	-1	-1.1	-2	-1.5	-12	77*
Cc1ccc(NC(=O)COC(=O)c2ccc(=O)n(Cc3ccccc3)n2)cc1F	-13	-8	5	0.1	-7	-1.1	0	0.1	-1	2
CCNC(=O)NC(=O)C(C)OC(=O)c1cccnc1SC (stereo unspecified)	-4	-2	-14	-0.3	0	-0.5	-3	0.8	0	4
Cc1ccccc1NCC(=O)N=Nc1c(O)[nH]c2ccc([N+](=O)[O-])cc12	5	-14	4	0.5	1	2.5	4	-0.1	-3	-6
COC(=O)c1ccc(NC(=O)CNCc2ccncc2)cc1	-13	2	-23	0.3	-2	-0.1	2	-0.7	-2	-3
O=C(Nc1ccc(Cl)cc1)N1CCOC12CCC1(CC2)OCCO1	0	3	10	-0.8	-7	-1.0	0	-1.5	-9	4
Nc1nc(N)c(N=Nc2ccccc2)c(=O)[nH]1	-8	-30	2	-0.3	-12	3.2	-1	5.8	-3	5
COc1cccc(C(=O)Nc2cccc(NC(C)=O)c2)c1	-2	4	-5	-1.0	-4	-0.5	-2	-1.6	-3	-5
O=C(NCC1CCCO1)[C@@H]1CSC2c3ccccc3C(=O)N21 (stereo partly specified)	-6	0	-8	-1.6	-4	2.0	-3	-1.8	-7	-3
COc1ccccc1C#CC1=CC(=O)C[C@H](c2ccc(F)cc2)C1	-2	-14	-9	-0.7	nt	1.4	2	1.8	0	-2
CC(C)n1cnc2cc(NCc3ccccc3O)ccc21	8	-3	4	-0.8	-5	-0.6	4	1.2	-11	4

Results in TbMetRS inhib, for some of the entries so far:
SMILES	TbMetRS inhib
c1ccc2c(c1)oc1c(-c3ccc4nccn4c3)cccc12	-0.2
CC(=O)c1ccc(-c2ccc(C(=O)N3CCCc4ccccc43)o2)cc1	-0.4
COc1cccc(NC(=O)Nc2nnc(-c3ccccc3SCc3ccccc3)s2)c1	-1.5

(continued)
SMILES	NRP1-CendR mod	SUMO1-SIM PPI	E coli Lon inh	TbMetRS inhib	Scp1 inh	MsrA inh	STEP inh	LMPTP block	bovine MsrA act	DNMT1 block
COP(=O)(OC)C(Nc1ccc(Cl)cc1)c1ccccc1 (stereo unspecified)	-2	2	2	-2.0	-6	0.0	3	-2.2	0	-1
COCCNC(=O)c1ccccc1NC(=O)c1ccccc1N(C)S(=O)(=O)c1ccc(C)cc1	-11	2	-1	-1.8	-2	0.1	-2	-0.1	-8	0
Cc1ccc(N2C(=O)[C@@H]3[C@H](C2=O)C2c4ccccc4C=NN2[C@@H]3C(=O)c2ccc(Cl)cc2)cc1 (stereo partly specified)	1	4	-9	-0.1	-6	0.2	-1	0.3	0	-6
CCOc1ccc(C2=NNC(c3cccs3)=Nc3ccc(OC)cc32)cc1	0	-6	-1	-0.1	8	-0.3	1	3.7	-3	-6
COc1ccc(N/C(C)=C/C(=O)c2ccccc2)cc1	-6	-3	-2	-1.1	-1	-1.2	0	-0.5	-6	-6
O=C(C1CCCN(S(=O)(=O)c2cccs2)C1)N1CCc2ccccc2C1 (stereo unspecified)	-1	-3	-4	-1.2	5	-0.5	-1	0.7	-12	-10
C=CCC1(N(C(C)=O)c2ccccc2)CCCCC1	0	1	-15	-0.2	-1	-1.7	0	0.1	-5	8
COc1ccc(/C=C(\NC(=O)c2ccc(OC)cc2)C(=O)Nc2ccccc2C(=O)O)cc1	0	16	-24	-0.1	-16	4.1	0	-2.0	-4	-2
CC(C)OCCCNS(=O)(=O)c1ccc2c(c1)oc(=O)n2C	-11	-6	-23	0.0	-8	-0.1	-1	0.1	-1	2
CC(=O)c1ccc(NC(=O)C(C)Sc2nnc3ccccn23)cc1 (stereo unspecified)	9	-4	-11	-0.1	-3	-1.0	-3	-1.2	-1	2
Cc1cnc(CNC(=O)c2ccc3sc([C@H]4C[C@H](O)[C@@H](CO)O4)nc3c2)cn1	-10	-3	-2	-0.3	nt	0.9	-1	-1.8	-3	4

Screens from PubChem BioAssay.
